Rad51 HR inh: Rad51 (human) homologous recombination inhibition | Q06609 | hRad51 DNA strand exchange, fluorescence dequenching | inhibition, % at 10 µM | 200,000 tested, 0.085% active | AID 1385;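 active = inhibition above 40% at the single screening dose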;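 also: 0% = DMSO control wells and 100% = blanks with heterologous ssDNA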
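Test system – preformed human Rad51 ssDNA filaments · Reagent – Donor/quencher-labelled 47-bp dsDNA substrate · Incubation – 37 °C 15-min filament assembly, 30-min compound preincubation, 15-min exchange · Signal – FRET fluorescence dequenching, excitation 485 nm, emission 520 nm · Read-out – percent inhibition from fluorescence, normalised to plate control and blank means · Benchmarks – plate control and blank wells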
TbHK1 inh: blocks Trypanosoma brucei hexokinase 1 activity; inhibition, % at 10 µM; recombinant TbHK1, G6PDH-coupled NADH A340; AID 1430; 220,000 tested, 0.11% active;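 active = inhibition of 50% or more in the single-dose primary screen; inactive = inhibition below 50%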
Hck-Nef inh: inhibitors of human Hck kinase activated by Nef; Recombinant Hck-YEEI plus Nef, Z-Lyte FRET kinase assay; inhibition, % at 20 µM; 220,000 tested, 0.68% active; AID 463187;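 active = Hck-Nef kinase inhibition above about 50%, limit read from the data; inactive = inhibition below that limit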;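 also: 0% = DMSO with Hck plus Nef and 100% = Hck alone without Nef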
eIF4E-4G inh: inhibitors of eIF4E and eIF4G interaction in translation initiation. AID 782. inhibition, % at 21.7 µM. 220,000 tested, 0.37% active. TR-FRET eIF4E-eIF4GI(517-606) binding, 2 h;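 active = inhibition above about 30%, limit read from the data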;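 also: 0% = full FRET control wells and 100% = background wells lacking eIF4GI fragment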
Target sequence (P63073 whole entry, looked up, the tested form may be a part): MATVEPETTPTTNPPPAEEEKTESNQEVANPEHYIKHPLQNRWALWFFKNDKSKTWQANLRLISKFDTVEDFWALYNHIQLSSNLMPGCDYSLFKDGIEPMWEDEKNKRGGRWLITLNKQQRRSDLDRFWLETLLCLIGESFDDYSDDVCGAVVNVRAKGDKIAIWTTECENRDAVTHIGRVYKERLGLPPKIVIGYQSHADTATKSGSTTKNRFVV
Target sequence (Q04637 whole entry, looked up, the tested form may be a part): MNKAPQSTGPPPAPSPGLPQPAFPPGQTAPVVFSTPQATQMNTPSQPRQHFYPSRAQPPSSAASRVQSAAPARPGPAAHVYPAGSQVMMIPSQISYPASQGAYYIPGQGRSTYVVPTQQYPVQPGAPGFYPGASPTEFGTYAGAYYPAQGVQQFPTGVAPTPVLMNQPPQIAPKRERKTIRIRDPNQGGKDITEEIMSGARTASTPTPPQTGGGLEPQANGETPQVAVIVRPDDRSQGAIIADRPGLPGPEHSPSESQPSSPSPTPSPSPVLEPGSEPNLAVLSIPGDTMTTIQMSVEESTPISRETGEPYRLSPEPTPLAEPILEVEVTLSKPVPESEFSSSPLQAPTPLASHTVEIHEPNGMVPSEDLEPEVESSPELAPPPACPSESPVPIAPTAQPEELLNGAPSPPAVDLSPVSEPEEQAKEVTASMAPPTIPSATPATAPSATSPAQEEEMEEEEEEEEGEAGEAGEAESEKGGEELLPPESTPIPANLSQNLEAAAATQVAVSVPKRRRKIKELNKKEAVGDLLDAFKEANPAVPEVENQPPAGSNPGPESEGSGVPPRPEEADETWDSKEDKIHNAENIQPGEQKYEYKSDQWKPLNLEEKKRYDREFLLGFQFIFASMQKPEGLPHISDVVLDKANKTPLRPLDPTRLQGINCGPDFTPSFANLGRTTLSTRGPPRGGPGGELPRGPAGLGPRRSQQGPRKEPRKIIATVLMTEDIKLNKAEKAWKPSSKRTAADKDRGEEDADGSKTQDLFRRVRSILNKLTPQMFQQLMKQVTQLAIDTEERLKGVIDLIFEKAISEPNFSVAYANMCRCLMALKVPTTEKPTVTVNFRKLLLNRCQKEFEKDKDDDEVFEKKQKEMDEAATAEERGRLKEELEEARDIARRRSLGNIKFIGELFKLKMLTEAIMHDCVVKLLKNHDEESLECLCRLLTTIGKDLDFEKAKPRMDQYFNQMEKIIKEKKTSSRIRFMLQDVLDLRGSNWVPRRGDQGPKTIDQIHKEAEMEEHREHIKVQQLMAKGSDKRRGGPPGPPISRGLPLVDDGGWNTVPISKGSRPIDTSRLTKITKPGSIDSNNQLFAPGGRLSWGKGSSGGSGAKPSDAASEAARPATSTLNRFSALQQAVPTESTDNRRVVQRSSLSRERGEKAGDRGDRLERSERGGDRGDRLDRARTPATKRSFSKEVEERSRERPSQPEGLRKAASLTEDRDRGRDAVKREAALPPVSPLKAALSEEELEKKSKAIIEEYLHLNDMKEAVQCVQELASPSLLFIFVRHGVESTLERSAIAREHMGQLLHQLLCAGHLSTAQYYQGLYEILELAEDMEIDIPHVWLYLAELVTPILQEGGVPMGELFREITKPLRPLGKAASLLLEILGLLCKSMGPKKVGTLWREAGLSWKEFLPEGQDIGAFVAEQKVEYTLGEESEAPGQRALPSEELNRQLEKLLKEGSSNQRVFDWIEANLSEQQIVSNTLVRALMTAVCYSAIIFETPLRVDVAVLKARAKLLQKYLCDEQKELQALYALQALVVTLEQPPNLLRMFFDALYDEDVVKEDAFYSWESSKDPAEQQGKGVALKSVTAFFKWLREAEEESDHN
m-calpain inh: calpain II (pig) inhibition. inhibition, % at 16 µM. purified calpain II, fluorogenic peptide substrate, 30 min. AID 1236. 220,000 tested, 0.37% active;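 active = inhibition above about 50%, limit read from the data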
EP2 modulator: modulators of human EP2 prostaglandin E2 receptor | P43116 | EP2-expressing cells, cAMP HTRF FRET, PGE2 co-stimulation | induction, % at 25 µM | 260,000 tested, 0.83% active;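 active = compounds whose cAMP rise, as percent of the full-agonist control response, exceeds 60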;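 also: rat C6 glioma line stably carrying human EP2 under a CMV promoter; the protocol text gives 20 µM as final concentration; 100% = response of wells given 1 µM PGE2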
zVAD death inh: blocks zVAD induced death of L929 cells | 220,000 tested, 0.38% active | AID 1377 | viability rescue, % at 10 µM | L929 zVAD necroptosis rescue, ATP luminescence, 24 h; with zVAD 60 µM;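 active = activation, scaled between plate controls, above about 75%, limit read from the data; inactive = activation under that limit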;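 also: 0% = zVAD with DMSO and 100% = DMSO alone without zVAD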
PGE2 EP2 inh: EP2 receptor (human) inhibition | C6 glioma cells expressing human EP2, cAMP TR-FRET; cells stimulated with saturating PGE2 | inhibition, % at 25 µM | 260,000 tested, 0.52% active | AID 1422 | P43116;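 active = percent inhibition above 40 after rounding to a whole number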;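 also: rat C6 glioma host cells with rolipram phosphodiesterase inhibitor present; the protocol text gives 20 µM as final concentration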
14-3-3 Bad PPI: disrupts binding of bovine 14-3-3 zeta to phospho-Bad peptide; inhibition, % at 21.7 µM; 220,000 tested, 0.71% active; P63103; TR-FRET 14-3-3zeta/Dy647-pBad peptide displacement, 1 h;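 active = inhibition above about 70%, limit read from the data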;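 also: 0% = full 14-3-3 plus peptide FRET controls and 100% = background without 14-3-3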
The depositor's hits bear a star; & = joins results of further samples; [ ] = dose if it differs, or a comment. Not all compounds are listed; the hit share may differ from the screen's.

What do the screens show for `Cn1nnnc1SCc1cc(=O)n2ccsc2n1`?
Rad51 HR inh: 3; TbHK1 inh: -17; Hck-Nef inh: 2; eIF4E-4G inh: -2[fluorescence artefact?]; m-calpain inh: -16; EP2 modulator: 11; zVAD death inh: -0.5; PGE2 EP2 inh: 9; 14-3-3 Bad PPI: 17

Results for COc1ccc(N(C(=O)C2CSC(=O)C2)C(C(=O)NC(C)(C)C)c2ccncc2)cc1 (stereo not given) ?
Rad51 HR inh: 21; TbHK1 inh: -2; Hck-Nef inh: -2; eIF4E-4G inh: -1; m-calpain inh: -4; EP2 modulator: 5&-27; zVAD death inh: -0.2; PGE2 EP2 inh: 6&3; 14-3-3 Bad PPI: -6

What do the screens show for `NC(=O)CSc1nccn1Cc1ccc2c(c1)OCO2`?
Rad51 HR inh: 3; TbHK1 inh: -3; Hck-Nef inh: 29; eIF4E-4G inh: -2; m-calpain inh: 0; EP2 modulator: 12; zVAD death inh: 1.5; PGE2 EP2 inh: 7; 14-3-3 Bad PPI: -13

Results for CCn1c(/C=C/N(C(C)=O)c2ccccc2)[n+](CC)c2ccc(Cl)cc21 ?
TbHK1 inh: -17; Hck-Nef inh: 11; eIF4E-4G inh: 2; m-calpain inh: 11; EP2 modulator: -2; zVAD death inh: -0.3; PGE2 EP2 inh: 1; 14-3-3 Bad PPI: 7

How did Cc1ccc(C(c2sc3ncnn3c2O)N2CC(C)CC(C)C2)cc1 (stereo not given) do in these assays?
Rad51 HR inh: 7; TbHK1 inh: -1; Hck-Nef inh: 20; eIF4E-4G inh: -1; m-calpain inh: 28; EP2 modulator: 23; zVAD death inh: 2.8; PGE2 EP2 inh: 10; 14-3-3 Bad PPI: -15

What do the screens show for `CCOc1ncccc1C(=O)NCc1ccccc1`?
Rad51 HR inh: -1; TbHK1 inh: 37; Hck-Nef inh: 6; eIF4E-4G inh: 0; m-calpain inh: -15; EP2 modulator: 9; zVAD death inh: 0.7; PGE2 EP2 inh: 7; 14-3-3 Bad PPI: -14

How did CC(C)N(C(=O)Cn1c(Cl)nc2ccccc21)C(C)C do in these assays?
Rad51 HR inh: -6; TbHK1 inh: 4; Hck-Nef inh: 16; eIF4E-4G inh: 4; m-calpain inh: 14; EP2 modulator: -4; zVAD death inh: -0.9; PGE2 EP2 inh: 8; 14-3-3 Bad PPI: 14

What do the screens show for `COc1ccc(-c2cc(C(=O)Nc3ccccc3N3CCOCC3)c3ccccc3n2)cc1OC`?
Rad51 HR inh: 21; TbHK1 inh: -19; Hck-Nef inh: 21; eIF4E-4G inh: 5; m-calpain inh: -91; EP2 modulator: 28; zVAD death inh: 1.2; PGE2 EP2 inh: 6; 14-3-3 Bad PPI: -10

Results for C=CCNC(=S)NNC(=O)c1csc(CC)c1 ?
Rad51 HR inh: 3; TbHK1 inh: -1; Hck-Nef inh: 2; eIF4E-4G inh: 15; m-calpain inh: -8; EP2 modulator: 15; zVAD death inh: 0.8; PGE2 EP2 inh: 8; 14-3-3 Bad PPI: -21[fluorescence artefact?]

Results for COc1ccc(OC)c2sc(NC(=O)C3=COCCO3)nc12 ?
Rad51 HR inh: -4; TbHK1 inh: -16; Hck-Nef inh: 6; eIF4E-4G inh: 1; m-calpain inh: -85; EP2 modulator: -3; zVAD death inh: 1.2; PGE2 EP2 inh: 12; 14-3-3 Bad PPI: 0

How did CC(NC(=O)c1ccc(F)cc1)c1ccc2c(c1)CCCC2 (stereo not given) do in these assays?
Rad51 HR inh: -3; TbHK1 inh: -7; Hck-Nef inh: -2; eIF4E-4G inh: -5; m-calpain inh: 15; EP2 modulator: -39; zVAD death inh: 0.7; PGE2 EP2 inh: 4; 14-3-3 Bad PPI: -7

Results for Cc1cc(C)nc(SCCCn2c(=O)[nH]c3ccccc32)n1 ?
Rad51 HR inh: 4; TbHK1 inh: -2; Hck-Nef inh: 0; eIF4E-4G inh: 4[fluorescence artefact?]; m-calpain inh: 5; EP2 modulator: -32; zVAD death inh: 2.2; PGE2 EP2 inh: 4; 14-3-3 Bad PPI: -4

What do the screens show for `C/C(N)=C(/C#N)C(=O)CSc1nn(-c2ccc(Cl)cc2)c(=S)s1`?
Rad51 HR inh: 5; TbHK1 inh: 1; Hck-Nef inh: 25; eIF4E-4G inh: 13; m-calpain inh: 13; EP2 modulator: -44; zVAD death inh: -0.3; PGE2 EP2 inh: 13; 14-3-3 Bad PPI: 17

How did CC1(C)CC(=O)c2c(nc3ccccc3c2N)C1 do in these assays?
Rad51 HR inh: -1; TbHK1 inh: -4; Hck-Nef inh: -7; eIF4E-4G inh: -2; m-calpain inh: -36; EP2 modulator: -18; PGE2 EP2 inh: 14; 14-3-3 Bad PPI: 9

How did CCOc1cc([N+](=O)[O-])cc2c1C(=O)Nc1ccccc1O2 do in these assays?
Rad51 HR inh: -179; TbHK1 inh: -3; Hck-Nef inh: -13; eIF4E-4G inh: -5; m-calpain inh: -50; EP2 modulator: 38; zVAD death inh: 40; PGE2 EP2 inh: 5; 14-3-3 Bad PPI: -6

What do the screens show for `O=C(CSc1nccn1-c1ccccc1)c1ccc(Br)cc1`?
TbHK1 inh: -7; Hck-Nef inh: -3; eIF4E-4G inh: 6; m-calpain inh: 19; EP2 modulator: -7; zVAD death inh: 0.0; PGE2 EP2 inh: 9; 14-3-3 Bad PPI: 12

Results for COc1ccc(NS(=O)(=O)c2ccc(NC(=O)C(CCSC)NC(N)=O)cc2)cc1 (stereo not given) ?
Rad51 HR inh: 42*; TbHK1 inh: -11; Hck-Nef inh: 9; eIF4E-4G inh: -11; m-calpain inh: -64; EP2 modulator: 4; zVAD death inh: -0.3; PGE2 EP2 inh: 4; 14-3-3 Bad PPI: 0

What do the screens show for `Cc1ccc(-c2nnc(Nc3ccc(C(N)=O)cc3)c3ccccc23)cc1S(=O)(=O)NCC1CCCO1` (stereo not given)?
Rad51 HR inh: -3; TbHK1 inh: -25; Hck-Nef inh: 4; eIF4E-4G inh: 2[fluorescence artefact?]; m-calpain inh: -52; EP2 modulator: 10; zVAD death inh: 1.7; PGE2 EP2 inh: 14; 14-3-3 Bad PPI: 3[fluorescence artefact?]

Results for C=CCc1cc(C=O)cc(OC)c1OCc1ccc(Cl)cc1 ?
Rad51 HR inh: -8; TbHK1 inh: 1; Hck-Nef inh: 1; eIF4E-4G inh: 7; m-calpain inh: 6; EP2 modulator: 83*; zVAD death inh: 0.9; PGE2 EP2 inh: 2; 14-3-3 Bad PPI: 48[fluorescence artefact?]

How did O=C(CN1C(=O)C2CCCCC2C1=O)OCn1nnc2ccccc2c1=O (stereo not given) do in these assays?
Rad51 HR inh: -165; TbHK1 inh: 3; Hck-Nef inh: 2; eIF4E-4G inh: -2; m-calpain inh: -19; EP2 modulator: 2; zVAD death inh: -0.5; PGE2 EP2 inh: 2; 14-3-3 Bad PPI: -5

How did O=C(NCC(c1cccs1)N1CCOCC1)c1ccccc1NS(=O)(=O)c1cc([N+](=O)[O-])ccc1Cl (stereo not given) do in these assays?
Rad51 HR inh: 3; TbHK1 inh: 0; Hck-Nef inh: 1; eIF4E-4G inh: -4; m-calpain inh: -7; EP2 modulator: 7; zVAD death inh: 0.7; PGE2 EP2 inh: 15; 14-3-3 Bad PPI: 43

What do the screens show for `CC(C)(C)c1ccccc1NC(=O)c1ccc2c(c1)SC1=NS(=O)(=O)CCN12`?
Rad51 HR inh: 0; TbHK1 inh: 9; Hck-Nef inh: -8; eIF4E-4G inh: 2; m-calpain inh: -5; EP2 modulator: -9; zVAD death inh: 0.2; PGE2 EP2 inh: 8; 14-3-3 Bad PPI: -4

How did Cc1nonc1NC(=O)Nc1cccnc1 do in these assays?
Rad51 HR inh: 6; TbHK1 inh: -8; Hck-Nef inh: -1; eIF4E-4G inh: -2; m-calpain inh: -8; EP2 modulator: -18; zVAD death inh: 3.0; PGE2 EP2 inh: 3; 14-3-3 Bad PPI: 7

What do the screens show for `O=C(c1ccc(Cl)cc1)C1CCCN(Cc2ccc(Oc3ncccn3)cc2)C1` (stereo not given)?
Rad51 HR inh: -1; TbHK1 inh: 1; Hck-Nef inh: 10; eIF4E-4G inh: 2; m-calpain inh: 30; EP2 modulator: 13; zVAD death inh: 0.7; PGE2 EP2 inh: 7; 14-3-3 Bad PPI: 2

Results for CCN(CC)S(=O)(=O)c1cc(NC(=O)C(C)N2CCN(Cc3ccc4c(c3)OCO4)CC2)ccc1C (stereo not given) ?
TbHK1 inh: -16; Hck-Nef inh: -16; eIF4E-4G inh: 2; m-calpain inh: -6; EP2 modulator: -6; zVAD death inh: -0.2; PGE2 EP2 inh: 15; 14-3-3 Bad PPI: 1

Results for O=C(CN1CCN(c2ncccn2)CC1)NCc1ccccc1 ?
Rad51 HR inh: -1; TbHK1 inh: 0; Hck-Nef inh: 3; eIF4E-4G inh: -2; m-calpain inh: -37; EP2 modulator: 14; zVAD death inh: 1.9; PGE2 EP2 inh: 11; 14-3-3 Bad PPI: -5

How did CCC1=C2CC[C@H]3C(=O)N(c4ccccc4)C(=O)[C@H]3[C@H]2[C@@]2(C)C(=NCc3ccccc3)OC(=O)N2C1=O do in these assays?
Rad51 HR inh: 2; TbHK1 inh: -11; Hck-Nef inh: 19; eIF4E-4G inh: -4; m-calpain inh: -13; EP2 modulator: 1; zVAD death inh: 0.5; PGE2 EP2 inh: 16; 14-3-3 Bad PPI: 1

How did O=S(=O)(Nc1nc2ccccc2nc1NCCO)c1cccc(Cl)c1 do in these assays?
Rad51 HR inh: 3; TbHK1 inh: -23; Hck-Nef inh: 0; eIF4E-4G inh: 6; m-calpain inh: -7; EP2 modulator: 40; zVAD death inh: -0.2; PGE2 EP2 inh: 12; 14-3-3 Bad PPI: 48

How did Nc1nonc1C(=O)N1CCCCC1 do in these assays?
Rad51 HR inh: 5; TbHK1 inh: 0; Hck-Nef inh: 15; eIF4E-4G inh: 4; m-calpain inh: 7; EP2 modulator: -8; zVAD death inh: 0.3; PGE2 EP2 inh: 7; 14-3-3 Bad PPI: -11

What do the screens show for `COc1ccc(C(=O)C2CCCN(Cc3cn[nH]c3-c3ccccc3)C2)cc1OC` (stereo not given)?
Rad51 HR inh: -3; TbHK1 inh: -7; Hck-Nef inh: 17; eIF4E-4G inh: 0; m-calpain inh: -16; EP2 modulator: -12; zVAD death inh: -1.7; PGE2 EP2 inh: 7; 14-3-3 Bad PPI: -1

How did Cc1ccc(Oc2ncccc2COC(=O)Nc2ccccc2C)cc1 do in these assays?
Rad51 HR inh: 6; TbHK1 inh: -3; Hck-Nef inh: 20; eIF4E-4G inh: 0; m-calpain inh: -17; EP2 modulator: -14; zVAD death inh: 3.2; PGE2 EP2 inh: 11; 14-3-3 Bad PPI: -6

Ordered by molar mass (descending): some entries from above.
What do the screens show for `CC(C)(C)c1ccccc1NC(=O)c1ccc2c(c1)SC1=NS(=O)(=O)CCN12`?
Rad51 HR inh: 0; TbHK1 inh: 9; Hck-Nef inh: -8; eIF4E-4G inh: 2; m-calpain inh: -5; EP2 modulator: -9; zVAD death inh: 0.2; PGE2 EP2 inh: 8; 14-3-3 Bad PPI: -4

How did Cc1ccc(Oc2ncccc2COC(=O)Nc2ccccc2C)cc1 do in these assays?
Rad51 HR inh: 6; TbHK1 inh: -3; Hck-Nef inh: 20; eIF4E-4G inh: 0; m-calpain inh: -17; EP2 modulator: -14; zVAD death inh: 3.2; PGE2 EP2 inh: 11; 14-3-3 Bad PPI: -6

How did Cc1nonc1NC(=O)Nc1cccnc1 do in these assays?
Rad51 HR inh: 6; TbHK1 inh: -8; Hck-Nef inh: -1; eIF4E-4G inh: -2; m-calpain inh: -8; EP2 modulator: -18; zVAD death inh: 3.0; PGE2 EP2 inh: 3; 14-3-3 Bad PPI: 7

Screening results from PubChem.
